Rab9 promoter act: Rab9 promoter activation; AID 485297; Potency, µM (titrated, usually from 9.22 µM), inactives show at the highest dose activation, negative = inhibition, most hits filed as activators; Huh7 Rab9 promoter-luciferase reporter, luminescence, 24 h; 2.8% of 320,000 active; also: potency is read from the fitted curve at half-maximal effect; % of control where 0% means no effect; nearly all actives have a fitted effect of over 60% in size
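Cell-based reporter: Huh7 stable for Rab9 promoter-driven luciferase, plated in reduced-serum medium with 10% FBS at 1500 cells/well, compound-treated 24 h at 37 °C, luminescence read after 10 min reagent.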
TRPV1 agonist: human TRPV1 agonism | 0.19% of 320,000 active | activation, % at 8.33 µM | TRPV1-expressing cells, Fluo-8 calcium influx, agonist mode | AID 540275 | Q8NER1; in the data active = activation above about 80%; inconclusive = between about 30% and that limit; also: 0% is about no effect
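Cells expressing TRPV1 were dye-loaded with Fluo-8 and read kinetically: 10 s baseline, 3 min after compound (agonist portion), then 2 min after EC20 capsaicin (allosteric enhancer portion). Calcium-bound dye fluorescence at 480/520 nm.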
ELG1 repair inh: inhibitors of ELG1-dependent DNA repair in HEK293T cells; HEK293T ELG1-luciferase reporter, luminescence, 16 h; DNA damage induced by 5-fluorouridine; Potency, µM (series often up to 46.1 µM), for inactives: at the highest dose activity change, negative = inhibition, hits mostly inhibitors; 2.3% of 330,000 active; AID 504467; also: potency is read from the fitted curve at half-maximal effect; % is scaled to controls: 0 for no effect and ±100 for the full control effect; nearly all actives have a fitted effect of over 55% in size
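Step one: seed 2,000 cells per well. Step two: pin-transfer compound or DMSO alongside 5-fluorouridine. Step three: incubate 16 hr, 37 °C, 5% CO2. Step four: add ONE-Glo, wait 30 min, read luminescence.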
BRCA1 expr up: BRCA1 expression activation; MCF7-BRCA1-FFLuc reporter, luminescence, 48 h; response scale: scaled: vehicle 0%, 10 µM genistein 100%; Potency, µM (highest dose often 46.1 µM), without a hit: at the top dose activation, most hits filed as activators; AID 624202; 1.1% of 380,000 active; also: potency is read from the fitted curve at half-maximal effect; nearly all actives have a fitted effect of over 80% in size; some results filed as inactive show a strong effect at the top dose
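48 h compound treatment of MCF7-BRCA1-FFLuc cells (phenol-red free MEM, 37 °C), then 15 min with luciferase substrate and luminescence imaging.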
p53 reactivator: mutant p53 re-activation in reporter cells; Potency, µM (top dose mostly 92.2 µM), for the others: top-dose activity change, positive = activation, usual class: activators; 0.063% of 320,000 active; H1299 p53-A138V BP100-luciferase reporter, luminescence, 24 h; also: potency is read from the fitted curve at half-maximal effect; % of control where 0% means no effect; nearly all actives have a fitted effect of over 45% in size
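H1299 (p53-null), stable ts p53-A138V + BP100-Luc; 1000 cells/well, Opti-MEM/10% FBS; cpd 4 pt, 1:5; 24 h, 37 deg C, 5% CO2; detection reagent 10 min RT; luminescence.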
ELG1 genotox: genotoxicity induction in ELG1-luciferase HEK293T cells; HEK293T ELG1-luciferase reporter, luminescence, 16 h; Potency, µM (series often up to 46 µM), inactives show top-dose activity change, positive = activation, most hits filed as activators; 1.3% of 330,000 active; AID 504466; also: potency is read from the fitted curve at half-maximal effect; % of control where 0% means no effect; nearly all actives have a fitted effect of over 60% in size
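After overnight (16 hr) compound treatment at 37 °C, ELG1-luciferase HEK293T cells were lysed with ONE-Glo; luminescence quantified 30 min later at room temperature.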
NPC1 prom act: activators of NPC1 promoter; Huh7 NPC1 promoter luciferase reporter, 24 h; Potency, µM (titrated, usually from 9.22 µM), inactives show top-dose activation, usual class: activators; 2.4% of 320,000 active; AID 485313;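 also: potency is read from the fitted curve at half-maximal effect; % of control where 0% means no effect; nearly all actives have a fitted effect of over 60% in size; reporter is driven by a mutant NPC1 promoter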
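Luciferase expression driven by the NPC1 promoter was measured in stably transfected Huh7 cells after a 24 h compound incubation, using a luciferase reagent and a luminescence read.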
RORgamma inh: ROR gamma (mouse) transcription inhibition | P51450 | Drosophila S2 Gal4-RORgamma UAS-luciferase reporter, 20 h | Potency, µM (top dose mostly 53.6 µM), inactives show top-dose activity change, negative = inhibition, actives largely listed as inhibitors | 5.4% of 310,000 active | AID 2551; also: potency is read from the fitted curve at half-maximal effect; % is scaled to controls: 0 for no effect and ±100 for the full control effect; nearly all actives have a fitted effect of over 60% in size
Target sequence (P51450 whole entry, looked up, the tested form may be a part): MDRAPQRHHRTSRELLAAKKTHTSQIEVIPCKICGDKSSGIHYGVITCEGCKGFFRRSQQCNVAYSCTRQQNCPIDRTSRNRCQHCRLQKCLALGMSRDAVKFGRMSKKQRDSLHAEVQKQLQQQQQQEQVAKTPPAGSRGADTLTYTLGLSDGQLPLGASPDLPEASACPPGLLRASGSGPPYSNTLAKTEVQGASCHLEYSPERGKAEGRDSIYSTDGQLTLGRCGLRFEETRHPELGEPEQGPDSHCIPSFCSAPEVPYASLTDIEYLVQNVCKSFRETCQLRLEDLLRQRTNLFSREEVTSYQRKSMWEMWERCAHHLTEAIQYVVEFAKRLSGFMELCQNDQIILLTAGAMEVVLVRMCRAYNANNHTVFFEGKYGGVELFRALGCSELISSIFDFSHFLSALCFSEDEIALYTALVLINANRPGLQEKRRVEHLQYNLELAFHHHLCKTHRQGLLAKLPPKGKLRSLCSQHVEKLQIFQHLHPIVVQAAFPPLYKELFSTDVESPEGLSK
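Drosophila Schneider cells stably carrying a metallothionein-driven Gal4 DBD–ROR gamma fusion and a UAS-Photinus luciferase reporter were exposed to compound for 1 hr, then induced with copper sulfate (700 uM final) for 20 hr at ambient temperature before luminescence reading.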
Tb PFK inh: T. brucei PFK enzyme inhibition; O15648; 0.17% of 330,000 active; Potency, µM (highest dose often 57.5 µM), without a hit: at the highest dose activity, negative = inhibition, most hits filed as inhibitors; T. brucei PFK, ADP-Glo luminescence;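 also: potency is read from the fitted curve at half-maximal effect; 0% = uninhibited 1x PFK enzyme wells and -100% = no-enzyme wells; nearly all actives have a fitted effect of over 60% in size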
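Compounds were pin-transferred as a titration series up to 57 uM into substrate buffer (0.5 mM F6P, 0.1 mM ATP, pH 8.0), then 1.25 nM PFK was added and reactions ran 45 min before ADP-Glo detection.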
Gal4-VP16 FLuc: counter-screen for ROR gamma inhibitors: Gal4-VP16 reporter; Potency, µM (titrated, usually from 53.6 µM), without a hit: at the highest dose activity, negative = inhibition, usual class: inhibitors; 3.5% of 310,000 active; Drosophila S2 Gal4-VP16 UAS-luciferase, luminescence, 20 h;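 also: Gal4-VP16 expression switched on by copper sulfate through the metallothionein promoter; potency is read from the fitted curve at half-maximal effect; % is scaled to controls: 0 for no effect and ±100 for the full control effect; nearly all actives have a fitted effect of over 50% in size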
FLuc modulator: firefly luciferase modulation, counter-screen for miR-21 project. AID 588342. P08659. Potency, µM (top dose mostly 57.5 µM), inactives show at the highest dose activity change, negative = inhibition, actives largely listed as inhibitors. 6.9% of 360,000 active. purified FLuc, Km substrates, luminescence inhibition;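 also: potency is read from the fitted curve at half-maximal effect; plate controls were vehicle for no effect and reference inhibitor for full effect; nearly all actives have a fitted effect of over 55% in size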
Target sequence (P08659 whole entry, looked up): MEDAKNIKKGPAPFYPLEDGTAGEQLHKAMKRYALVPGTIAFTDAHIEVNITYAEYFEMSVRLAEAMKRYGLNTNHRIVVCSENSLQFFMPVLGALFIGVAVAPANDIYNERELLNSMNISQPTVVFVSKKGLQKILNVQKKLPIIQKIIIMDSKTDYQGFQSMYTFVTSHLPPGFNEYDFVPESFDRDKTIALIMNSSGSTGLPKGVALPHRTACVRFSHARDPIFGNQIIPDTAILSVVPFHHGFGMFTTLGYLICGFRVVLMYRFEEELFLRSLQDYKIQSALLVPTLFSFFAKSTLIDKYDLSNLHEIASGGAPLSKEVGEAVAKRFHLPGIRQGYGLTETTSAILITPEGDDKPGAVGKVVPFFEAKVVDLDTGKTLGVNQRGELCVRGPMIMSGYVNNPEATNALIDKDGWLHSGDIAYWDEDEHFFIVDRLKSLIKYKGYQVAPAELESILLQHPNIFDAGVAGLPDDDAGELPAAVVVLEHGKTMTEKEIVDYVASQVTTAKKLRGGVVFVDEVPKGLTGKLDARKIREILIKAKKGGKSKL
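Purified P. pyralis luciferase, 10 nM final, with Km-level 10 uM D-luciferin and 10 uM ATP in 50 mM Tris acetate pH 7.5, 10 mM Mg acetate, 0.01% Tween-20, 0.05% BSA; 6-point qHTS titration about 60 µM downward; luminescence read.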
Starred values were filed as active, the others as inactive; ? = inconclusive; . = no result given; & = joins results of further samples; [ ] = remark or other dose. Unless noted, calls follow the shape of the dose curve; as a rule, active = well fitted curve in the direction sought with a large enough effect; inconclusive = small, poorly fitted or top-dose-only effect, or another doubt; inactive = no such curve, though single readings can be large; an effect the other way counts as inactive or inconclusive.

structure	Rab9 promoter act	TRPV1 agonist	ELG1 repair inh	BRCA1 expr up	p53 reactivator	ELG1 genotox	NPC1 prom act	RORgamma inh	Tb PFK inh	Gal4-VP16 FLuc	FLuc modulator
CCOC(=O)c1sc(NC(=O)CSc2nnc(C(C)C)n2CC)nc1C	8%	-1	-6%	7%	?	1%	-2%	?	-3%	-1%	-4%
Cc1cc(C)cc(NC(=O)[C@H](Cc2c[nH]c3ccccc23)NC(=O)[C@@H]2Cc3ccccc3CN2)c1	0%	2	-6%	-8%	.	0%	1%	-16%	1%	?	1%
CCc1ccc(NC(=O)c2cc(S(=O)(=O)N3CCc4ccccc43)cn2C)cc1	21%	0	2%	-24%	.	0%	-10%	41%	-1%	-3%	0%
O=C(O)CC(c1ccc(Br)cc1)N1Cc2ccccc2C1=O (centres undefined)	-10%	0	-10%	0%	-6%	-7%	-2%	-2%	1%	-20%	-3%
O=C(O)C(Cc1c[nH]c2ccccc12)N1C(=O)c2ccccc2C1=O (centres undefined)	0%&-5%	-1&-1	7%&0%	-1%	1%&-2%	-1%&3%	-4%&2%	0%&-26%	4%&3%	-10%&1%	5%&4%
CC(C)CC(NC(=O)C1CCCN1C(=O)[C@@H](C)NC(=O)OCc1ccccc1)C(=O)NCC(N)=O (some centres undefined)	0%	0	-3%	4%	5%	-2%	1%	-9%	15%	1%	4%
O=C(/C=C/c1cccc([N+](=O)[O-])c1)NCC1CCCO1 (centres undefined)	-4%	22	9%	-10%	-2%	1%	1%	6%	-3%	22%	10%
CC(C)c1ccc(S(=O)(=O)N2CCN(CC(O)CN3CCOCC3)CC2)cc1 (centres undefined)	-2%	0	14%	-8%	-7%	-1%	-2%	.	2%	.	-1%
CC(C)(C)C(=O)Nc1ccc(C(=O)OC2CCCCC2)cc1	1.4µM*	?	?	?	?	?	1.4µM*	35%	-2%	11%	4.3µM*
Cc1sc(NC(=O)c2ccco2)c(CN2CCC(C)CC2)c1C	-4%	19	-7%	-54%	5%	-1%	0%	43%	1%	2%	?
CCCN1C(=O)/C(=C/c2ccc(C)o2)SC1=Nc1ccc(OC)cc1	3%	23	?	-9%	-1%	0%	-1%	12%	1%	6%	-10%
Cc1cc(Cl)ccc1NC(=S)Nc1ccccn1	?	-2	?	88%	?	6%	?	1µM*	-4%	1.3µM*	-16%
COc1cc(/C=N/Nc2nc(Nc3ccccc3)nc(N3CCCCC3)n2)ccc1OCC(=O)O	17%	?	9%	6%	8%	-2%	12%	-9%	-2%	-14%	0.95µM*
O=C1[C@H](Oc2ccccc2)[C@@H](c2ccccc2)N1c1ccncc1	.	.	11%	-20%	-20%	4%	.	.	3%	.	.
CCCN(CC(=O)Nc1ccc(Cl)cc1Cl)Cc1cc(=O)n2ccsc2n1	-3%	18	?	-38%	-2%	-10%	6%	-32%	-2%	26%	4%
O=C(Nc1ccc(Cl)c(-c2nc3ccccc3[nH]2)c1)c1ccc2c(c1)OCO2	0%	28	21µM*	-88%[inhibitor]	3%	-3%	8%	?	-1%	-1%	12µM*
CCOC(=O)CSc1ccc2nnc(-c3cccnc3)n2n1	-5%	-1	17%	0%	-2%	6%	-2%	-16%	0%	1%	6%
CC(C)=CCN1CCN(Cc2cn[nH]c2C2CCCCC2)CC1CCO (centres undefined)	-4%	-2	6%	-1%	0%	-1%	-1%	1%	2%	-8%	1%
Cc1cccc(Nc2c(-c3ccc(O)cc3)nc3ncccn23)c1	1%	1	4%	-12%	6%	-1%	-9%	2%	1%	28%	-11%
O=C(Nc1ccc(S(=O)(=O)N2CCCC2)cc1)C1CC(=O)N(c2ccc(F)cc2)C1 (centres undefined)	-3%	5	-1%	-27%	-1%	0%	2%	25%	-21%	-11%	0%
CN(C)C=NCCn1c(N2CCOCC2)nc2c1c(=O)n(C)c(=O)n2C	1%	-1	3%	3%	-6%	1%	1%	-1%	-14%	-4%	5%
CCOc1ccc(CCNC(=O)C2CCN(S(=O)(=O)N3CCC(C)CC3)CC2)cc1OCC	-1%	-3	?	26%	5%	0%	-3%	2%	-6%	-1%	-1%
COc1cccc(-c2sc3ccc(OC)cc3c2-c2ccc(C(N)=O)cc2)c1	-4%	15	0%	-17%	6%	3%	7%	.	-3%	.	0%
COc1ccc(CNC(=O)C(c2ccncc2)N(C(=O)Cc2cccs2)c2ccccc2C)cc1 (centres undefined)	-1%	3	-4%	-14%	9%	-3%	6%	-5%	-12%	-5%	11%
C/C=C\C(=O)Nc1cccc(C2=NOC3(C2)C[C@@H](C(N)=O)N(C(=O)C2(C)CC2)C3)c1 (some centres undefined)	-9%	-4	10%	-5%	-1%	3%	-5%	-13%	1%	-6%	-2%
NS(=O)(=O)CCCc1ccccc1	-6%	1	12%	14%	.	1%	-4%	-12%	-4%	-1%	1%
O=S(=O)(NCc1csc(-c2ccccc2)n1)c1ccc(Cl)s1	13%	3	-3%	-8%	9%	-2%	-3%	?	0%	?	4%
CCSCCOC(=O)C1=C(C)N(C)C(=O)NC1c1cc(OC)ccc1OC (centres undefined)	1%	2	-13%	-10%	-3%	4%	-2%	5%	1%	-5%	2%
CC1CCN(S(=O)(=O)c2ccc3c(c2)c(=O)c(C(=O)NCc2ccco2)cn3C)CC1	1%	6	18µM*	-27%	-14%	-7%	-2%	68%	5%	-3%	0%
COCCNc1oc(-c2ccccc2Cl)nc1S(=O)(=O)c1ccc(C)cc1	.	.	2%	-11%	-11%	2%	.	.	-1%	.	.
O=C(CSC1=NCCS1)Nc1nc2ccccc2s1	?	4	?	8.9µM*	?	9%	29%	?	1%	?	19µM*
Cc1nc(SCC(=O)NC2(C#N)CCCC2)n(CC(C)C)c1C	-10%	3	-3%	-3%	6%	-1%	-2%	.	-1%	.	-1%
FC(F)(F)c1cccc(NC(=S)N2CCN(c3ccccc3)CC2)c1	-8%	7	?	10%	3%	1%	-2%	?	5%	0%	3%
CCCCN(C)C(=O)C1CCCN(S(=O)(=O)c2ccc3c(c2)oc(=O)n3C)C1 (centres undefined)	0%	8	12%	0%	7%	-4%	-2%	-15%	-7%	1%	0%
COc1cccc(NC(=O)CCC2CCN(C(=O)c3c(C)noc3C)CC2)c1	-1%	5	-1%	0%	20%	-5%	0%	4%	-15%	-11%	1%
O=C(CSc1ccc(Cl)cc1)Nc1ccc(-c2nc3ccccc3[nH]2)cc1	?	-4	?	15%	3%	16%	21%	?	3%	?	-3%
O=C1c2ccccc2C(=O)N1CCCc1nc(-c2ccccc2)no1	0%	2	6%	2%	2%	0%	-1%	4%	-2%	-5%	-2%
O=S(=O)(c1cccs1)N1CCN(CCOc2ccc(Cl)cc2)CC1	-18%	0	-18%	-22%	-3%	-1%	-10%	.	-1%	.	.
CCN1C(=O)CC(NC2CCN(C(=O)c3ccc(F)cc3)CC2)C1=O (centres undefined)	-1%	-1	-1%	-1%	6%	0%	2%	11%	-5%	-1%	2%
Cn1c(=O)c2c(nc(Br)n2CCCc2ccccc2)n(C)c1=O	-2%	-1	?	-15%	4%	3%	8%	-5%	4%	1%	-1%
Cc1ccc(S(=O)(=O)N2CCCC(C(=O)NCCC(C)C)C2)cc1 (centres undefined)	-3%	10	-5%	-16%	1%	-2%	-4%	22%	-3%	-17%	-1%
COc1cc([N+](=O)[O-])cc(/C=N/NC(=O)Cn2nc(C)cc2C)c1O	-3%	-2	-28%	-9%	3%	-4%	-2%	?	2%	?	3%
OCc1cn(-c2ccccc2)nc1-c1cc2ccccc2o1	1.3µM*	-2	?	2.5µM*	6%	?	2.5µM*	?	-1%	11µM*	1.7µM*
CCOc1ccc(S(=O)(=O)Nc2cccc(-c3ccc(N4CCCCCC4)nn3)c2)cc1	0%	-1	?	81%	?	?	3%	19%	4%	-11%	8.5µM*
COCCNC(=O)c1ccc(-n2c(SCc3ccncc3)nc3ccccc3c2=O)cc1	-2%	1	?	-9%	-3%	3%	-3%	13%	-2%	-26%	-1%
Cc1ccc(S(=O)(=O)NCC(=O)OCC(=O)N2C(C)CCCC2C)cc1 (centres undefined)	.	.	-3%	-7%	3%	2%	.	.	6%	.	.
